# Source: PubChem
# TAAR1 agonist = agonists of human TAAR1. CHO RD-HGA16 TAAR1, Fluo-8 calcium fluorescence; vehicle wells 0%, saturating PEA agonist 100%. activation, % at 3 µM. 360,000 compounds, 0.99% hits. AID 624467;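 active = activation above the mean activation of all test compounds in the run plus 3 SD, cut at about 38% in these data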
# Target sequence (Q96RJ0 whole entry, looked up): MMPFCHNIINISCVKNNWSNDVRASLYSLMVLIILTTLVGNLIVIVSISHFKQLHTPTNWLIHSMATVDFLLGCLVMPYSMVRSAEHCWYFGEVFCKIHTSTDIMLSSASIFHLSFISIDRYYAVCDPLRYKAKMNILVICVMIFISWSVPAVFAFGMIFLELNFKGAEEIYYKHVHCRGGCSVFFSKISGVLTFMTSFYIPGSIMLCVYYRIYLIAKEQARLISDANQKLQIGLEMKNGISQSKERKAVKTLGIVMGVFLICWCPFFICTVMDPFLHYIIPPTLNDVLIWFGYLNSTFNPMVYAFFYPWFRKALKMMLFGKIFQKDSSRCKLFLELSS
#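 Repeats: no replicates (n 1) | Material: CHO-derived RD-HGA16 cells with stable Gα16 and human TAAR1 | Technique: Kinetic Fluo-8 calcium fluorescence | Schedule: 17-24 h seeding, 75 min 37 °C dye, 30 min RT | Evaluation: % activation from peak over basal fluorescence ratio, DMSO-to-PEA scaled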
# M1 ag parental = M1 agonist counterscreen hit in parental CHO-K1 cells; Fluo-8 calcium fluorescence; scaled to maximal ATP response, vehicle zero; activation, % at 3 µM; 360,000 compounds, 0.48% hits; AID 602248; in the data active = activation above about 15%;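 note: untransfected CHO-K1 host cells lacking M1 receptor as counterscreen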
# V1R ag counter = activates human V1a receptor in oxytocin agonist counter-screen; P37288; CHO-V1R cells, Fluo-8 calcium fluorescence, agonist mode; 0% DMSO, 100% 3 nM vasopressin; activation, % at 3 µM; 320,000 compounds, 0.25% hits;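 active = activation above the mean activation of all tested compounds plus 3 SD, per screening run, cut at about 20% in these data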;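 note: signal is peak over basal fluorescence ratio across a 100 second FLIPR read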
# M1 PAM parental = nonselective activator or artifact in parental CHO-K1 calcium assay | ATP EC20, Fluo-8 calcium fluorescence; 0% at ATP EC20, 100% at ATP max | activation, % at 3 µM | 360,000 compounds, 0.02% hits | AID 602247;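 active = activation above the run cutoff, the mean activation of all test compounds plus 3 SD, cut at about 40% in these data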;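 note: peak over basal fluorescence ratio in a 140 s read after ATP addition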
# CHO parental Ca = counter-screen for OX1R antagonists: effect in parental CHO cells; parental CHO-K1, ATP-induced calcium, Fluo-8 fluorescence; 330,000 compounds, 0.63% hits; inhibition, % at 5.6 µM; AID 463079;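 active = inhibition above that plate's mean sample inhibition plus 3 SD, cut at about 26% in these data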;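 note: 0% = ATP-challenged DMSO wells and 100% = DMSO wells without ATP; some compounds past the cut are filed as inactive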
#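 Test system: untransfected parental CHO cell line. Compound: one dose, 5.6 µM nominal. Detection: intracellular calcium via Fluo-8 no-wash fluorescent dye. Measure: % inhibition. Benchmarks: ATP-challenged DMSO wells low, unchallenged DMSO wells high.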
# TAAR1 antag = antagonists of human TAAR1; Q96RJ0; CHO RD-HGA16 TAAR1, Fluo-8 calcium fluorescence, antagonist; inhibition, % at 3 µM; 360,000 compounds, 1.5% hits; AID 624466;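 active = inhibition above a per-plate cutoff, the mean inhibition of test compounds on that plate plus 3 SD, cut at about 49% in these data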;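 note: 0% = DMSO plus EC80 beta-PEA response and 100% = DMSO alone without agonist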
#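 Test system: CHO RD-HGA16 cells bearing hTAAR1 | Reagent: β-PEA, EC80 | Compound dosing: 3 µM, single point | Schedule: Dye loading 75 min at 37 °C, then 30 min room temperature | Signal: Calcium fluorescence with Fluo-8 | Evaluation: Percent inhibition of PEA-evoked calcium signal, max/basal emission ratio | Control set: DMSO-only wells and EC80 β-PEA-stimulated wells | Repeats: Singlicate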
# CHRM1 agonist = agonists of human M1 muscarinic receptor. activation, % at 3 µM. 360,000 compounds, 0.33% hits. CHO-K1 hM1, Fluo-8 calcium fluorescence, agonist mode; 0% DMSO, 100% acetylcholine EC100. P11229. AID 588814;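 active = activation above the run's mean compound activation plus 3 SD, cut at about 16% in these data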;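 note: peak over basal fluorescence ratio within a 140 s kinetic read after compound addition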
# OXTR potentiator = human OXTR potentiation; P30559; CHO-OTR cells, Fluo-8 calcium fluorescence, potentiator mode; 0% = oxytocin EC15, 100% = EC100; activation, % at 3 µM; 320,000 compounds, 0.061% hits; AID 2445;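 active = activation above that plate's cutoff, the mean activation of tested compounds plus 3 SD, cut at about 6.6% in these data, passing the limit was not always enough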;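 note: 100% uses oxytocin at 75 nM as the full agonist control; some results filed as inactive read as strong as hits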
# Target sequence (P30559 whole entry, looked up): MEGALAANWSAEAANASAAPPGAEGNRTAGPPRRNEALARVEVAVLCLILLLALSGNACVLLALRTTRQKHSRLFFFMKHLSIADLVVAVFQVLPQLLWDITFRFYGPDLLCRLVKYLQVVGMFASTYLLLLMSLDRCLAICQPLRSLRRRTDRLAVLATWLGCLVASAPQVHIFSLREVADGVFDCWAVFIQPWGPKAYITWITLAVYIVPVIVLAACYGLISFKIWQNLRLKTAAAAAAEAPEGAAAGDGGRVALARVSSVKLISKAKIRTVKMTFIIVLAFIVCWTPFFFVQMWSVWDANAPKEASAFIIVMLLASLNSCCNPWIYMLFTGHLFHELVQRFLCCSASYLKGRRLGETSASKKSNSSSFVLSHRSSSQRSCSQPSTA
#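 test system = CHO-OTR cells, human receptor | compound = single-point 3.0 µM | schedule = 6 min compound pre-incubation at room temperature, 100 s kinetic read | signal = Fluo-8 no-wash calcium dye fluorescence, excitation 470-495 nm, emission 515-575 nm | repeats = single well per compound, singlicate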
# CHO-K1 Ca antag = nonselective inhibitor or artifact in parental CHO-K1 cells. ATP-induced calcium, Fluo-8 fluorescence. inhibition, % at 3 µM. 360,000 compounds, 0.6% hits;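 active = inhibition above a per-plate cutoff, the plate's mean sample inhibition plus 3 SD, cut at about 24% in these data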;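 note: 0% = DMSO plus EC80 ATP and 100% = DMSO alone without ATP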
# Numbers without * were called inactive; / = not tested or not shown.
# Value order – CHO-K1 Ca antag	V1R ag counter	M1 ag parental	TAAR1 antag	TAAR1 agonist	CHRM1 agonist	OXTR potentiator	CHO parental Ca	M1 PAM parental
- CC1=C(C(N)=O)C(c2ccccc2)n2nc(-c3cccc(C)c3)nc2N1 (stereo unspecified)
    4.8	-0.6	0.4	-7.0	0.6	-4.0	-5.3	-2.1	-1.1
- Cc1ccc(NC(=O)C2CCCN2S(=O)(=O)c2ccc(-c3ccc(=O)[nH]n3)s2)c(C)c1 (stereo unspecified)
    -7.1	1.4	0.9	-15.4	-0.8	-1.7	-8.0	-9.8	12.6
- CCN(CC)c1nc(N)c2c(N)n(-c3ccccc3C)c(=S)c(C#N)c2c1C#N
    4.6	0.8	0.5	-0.1	2.7	2.4	-5.3	-11.6	3.7
- Cc1cc(S(=O)(=O)NCCC2=CCCCC2)ccc1Br
    2.9	0.8	-0.5	30.1	0.3	-2.1	-4.9	-18.9	-19.8
- C[C@@H]1CN([C@H](C)CO)C(=O)Cc2cc(NC(=O)Nc3ccccc3)ccc2O[C@@H]1CN(C)C(=O)Nc1ccc2c(c1)OCO2
    -12.6	0.2	0.2	1.3	11.9	6.0	-1.7	-0.3	10.9
- Cc1c2cnn(-c3ccccc3)c(=O)c2c(C)n1CCCC(=O)N1CCN(C)CC1
    10.0	-0.6	-0.2	-5.1	1.1	-7.8	-2.3	-2.4	-7.6
- Cc1nc(C(=O)Nc2cccc(Cl)c2Cl)nn1-c1cc(OC(C)C)c(Cl)cc1Cl
    7.7	0.6	0.1	-13.5	2.7	-3.3	1.5	-26.8	5.5
- O=C(O)c1ccc(CS(=O)(=O)Cc2ccccc2F)o1
    -16.3	0.1	1.2	-3.9	1.3	-0.5	-9.8	-6.3	23.6
- CC1=CC(C)=Nc2ccccc2N1
    -1.3	-0.4	0.3	-1.7	11.8	-2.5	-0.7	-4.7	-9.1
- O=C(O)c1ccccc1NS(=O)(=O)c1ccc(NN=Cc2ccccc2F)c([N+](=O)[O-])c1
    4.0	-0.7	-0.3	11.2	9.2	-1.1	-4.0	-5.3	-11.2
- Nc1cc2c(cc1Cl)-c1ccc(Cl)cc1C2=O
    -6.7	/	0.0	1.9	0.6	1.9	/	/	-3.9
- Brc1ccccc1-c1nnc(CSc2nncn2-c2ccccc2)o1
    -13.9	1.5	2.4	-10.5	13.4	-2.7	-5.4	-0.9	15.2
- CC(C)(C)[C@H]1COC(=O)[C@@H](Cc2ccc(F)cc2)CC/C=C/C[C@@H](CC(=O)N[C@H](CO)Cc2ccccc2)C(=O)N1
    -1.7	2.8	0.9	29.4	28.6	-2.8	-2.8	-28.5	-9.9
- COc1cc(OC)c2c(-c3cccc(-c4ccc(N(C)C)cc4)c3)cc(=O)oc2c1
    -8.0	/	-0.7	21.0	-0.6	-2.3	/	-32.1	13.3
- COc1cc(Br)cc2cc(C(=O)N3CCCCC3C)c(=O)oc12 (stereo unspecified)
    -3.5	-0.4	1.4	0.7	8.5	-3.8	-4.8	-9.1	17.3
- CC(C(=O)Nc1ccc2c(c1)OCO2)N(C)CC(=O)Nc1ccccc1Cl (stereo unspecified)
    -18.6	4.5	0.2	-19.9	1.3	-6.1	-0.8	-17.7	6.2
- O=c1c(-c2ccc(Cl)cc2)coc2c(CN3CCOCC3)c(O)ccc12
    10.6	-0.7	0.0	-1.1	3.2	-4.4	-8.1	17.8	7.1
- CCOc1ccc(C(=O)NCC2(c3ccccc3)CCOCC2)cc1
    5.7	0.1	-0.2	12.9	5.5	-6.2	-9.7	-14.5	-1.2
- COc1ccc(-c2csc(NC(=O)c3ccccc3Br)c2C(=O)O)cc1
    9.1	7.4	2.2	-3.2	-1.3	-2.3	-7.8	9.2	-16.2
- O=C(Nc1cccc(S(=O)(=O)N2CCOCC2)c1)C1COc2ccccc2O1 (stereo unspecified)
    -2.3	/	5.3	-18.8	10.8	-1.3	/	/	-6.5
- CC1CCCC(C(=O)O)N1C(=O)CCSSCCC(=O)N1C(C)CCCC1C(=O)O (stereo unspecified)
    -0.7	1.5	-0.4	-0.8	11.9	-1.8	1.3	-9.5	-0.5
- C=CCNCCCOc1ccc(Cl)cc1Br
    -9.4	2.5	1.1	5.5	4.2	-8.2	-6.1	-2.7	21.6
- CCN(CC(O)COCc1ccc(Cl)cc1)C1CCCCC1 (stereo unspecified)
    -16.6	0.2	1.2	-17.6	2.3	-3.8	-14.1	-7.5	19.0
- Cc1ccc(CN2CCC(c3cc(-c4cccs4)n[nH]3)CC2)cc1
    -0.1	5.3	2.5	-2.0	17.9	-15.4	-5.4	-12.8	14.0
- COCCCNC(=O)C(C)N1c2cccc3cccc(c23)S1(=O)=O (stereo unspecified)
    14.7	/	-0.4	-0.2	0.1	-0.7	/	/	-21.3
- O=C(NCCc1c[nH]c2ccccc12)c1cccc(Br)c1
    -7.9	1.1	3.8	5.7	1.9	-3.6	-12.5	-11.3	-12.0
- COc1ccc(CNC(=O)C2CC(c3ccc(C(F)(F)F)cc3)=NO2)cc1 (stereo unspecified)
    -8.1	6.2	2.1	16.5	5.0	2.4	-13.2	-1.9	6.3
- O=C(c1ccc(F)cc1Cl)N(Cc1ccco1)C1CCS(=O)(=O)C1 (stereo unspecified)
    -8.3	0.4	0.7	-9.4	-2.5	-5.9	-4.2	-7.0	6.2
- O=C(O)C1CC=CCC1C(=O)NCc1ccc2c(c1)OCO2 (stereo unspecified)
    -3.1	-0.4	0.8	0.4	11.8	-4.8	-1.9	1.0	12.6
- Cc1ccc(Cl)cc1N1C(=O)CC(Sc2ncccn2)C1=O (stereo unspecified)
    -1.5	0.6	0.4	-34.4	4.1	-2.5	-4.9	-16.9	-7.8
- COc1cccc(NC(=O)c2ccccc2C(F)(F)F)c1
    -9.9	0.1	0.1	-0.1	3.3	-1.7	-16.0	4.3	16.9
- O=C(OCCc1ccccc1)c1cc(O)c(O)c(O)c1
    -3.3	4.7	4.2	3.9	10.6	0.9	-4.9	2.1	14.6
- Cc1cccc(N2CCN(C(=O)CCN3C(=O)C4C5C=CC(C5)C4C3=O)CC2C)c1 (stereo unspecified)
    -4.0	1.4	1.1	2.8	12.6	-3.7	-5.2	-3.3	10.4
- O=C(NCCc1ccc(Cl)cc1)c1ccc2ccccc2n1
    3.8	-0.8	-1.2	-5.2	9.0	1.6	-1.4	-10.8	-16.8
- CC(=O)Oc1cccc(N2C(=O)c3ccc(C(=O)Nc4cccnc4)cc3C2=O)c1
    -14.3	0.2	0.3	9.7	16.2	-0.1	-15.0	14.0	6.1
- COc1ccc(-c2nnc3ccc(SCC(=O)Nc4nc5ccccc5s4)nn23)cc1OC
    -2.6	-0.5	0.7	10.4	-0.1	-4.6	3.3	-23.2	14.9
- Cc1cc(C)c[n+](CC(=O)c2cc3ccccc3oc2=O)c1
    1.7	-0.3	-0.2	12.8	19.4	-6.9	-8.0	-6.2	-4.5
- Cc1ccc(NC(=O)CSc2nnc(N)s2)c([N+](=O)[O-])c1
    -21.5	1.1	1.0	6.5	0.3	-4.0	7.3	-1.9	5.8
- COc1ccc(CCn2c(=N)c(C(=O)NCc3ccco3)cc3c(=O)n4ccccc4nc32)cc1
    -9.7	-1.6	1.4	16.7	3.0	-7.2	-2.1	2.1	11.9
- CSc1ccc(CN2CCC2(C)C(=O)NCc2ccc3c(c2)OCO3)cc1 (stereo unspecified)
    -2.0	/	0.3	-15.4	-1.2	-7.0	/	/	-6.7
- C=C(C)c1cccc(C(C)(C)NC(=O)Nc2cccnc2)c1
    -6.9	1.4	3.1	-19.6	-0.4	-6.0	-10.2	2.2	21.1
- CCc1noc(C)c1C(=O)N1CCN(S(=O)(=O)c2ccc(Br)cc2Cl)CC1
    7.7	1.2	0.5	-6.2	0.9	-1.9	-3.5	-17.2	-27.1
- Cc1ccc(-c2noc(-c3cccs3)n2)cc1
    -6.6	0.1	0.3	-12.5	11.2	-0.2	-6.0	0.0	1.0
- CCOC(=O)C1=C(C)NC(=O)NC1c1ccc(OCC(=O)Nc2ccccc2)c(OC)c1 (stereo unspecified)
    6.3	-0.7	1.6	-1.8	0.1	-2.3	-2.6	-9.7	0.8
- Cc1ccc(-n2cc(CNCC3CC(=O)N(C4CC4)C3)c(-c3cccc(C)c3)n2)cc1 (stereo unspecified)
    -12.7	3.3	0.3	-17.7	7.2	-2.5	-5.6	-30.7	15.3
- CCCCCc1c(-c2ccc(F)cc2F)ncn1CCc1ccccc1OC
    -12.0	/	2.4	32.8	7.4	/	/	/	23.9
- O=C(c1ccc2ccccc2c1)C1CCCN(C(=O)c2noc3c2CCCC3)C1 (stereo unspecified)
    -11.4	-0.6	3.8	-43.3	-2.7	-4.8	-11.9	-13.0	10.9
- Cc1nnc(Sc2nc3c(c(=O)[nH]c(=O)n3C)n2Cc2ccccc2)s1
    -13.9	-0.5	-0.1	-15.7	2.6	-2.6	-3.8	-3.5	25.7
- Cc1cc(NCCCn2ccnc2)n2c(nc3ccccc32)c1C#N
    8.0	1.1	-0.4	-5.0	3.0	-3.7	-5.6	-16.0	-0.9
- CN(C)c1cccc(C(=O)N2CCCC(C(=O)c3cc(F)ccc3F)C2)c1 (stereo unspecified)
    -3.2	-1.6	0.8	-7.7	-1.6	-8.5	4.2	-14.5	-1.5

# 3 entries out of the list above, ordered by the number in OXTR potentiator, high to low:
compound | OXTR potentiator
O=C(NCCc1ccc(Cl)cc1)c1ccc2ccccc2n1 | -1.4
O=C(OCCc1ccccc1)c1cc(O)c(O)c(O)c1 | -4.9
CC(=O)Oc1cccc(N2C(=O)c3ccc(C(=O)Nc4cccnc4)cc3C2=O)c1 | -15.0

# Carrying on:
# Value order – CHO-K1 Ca antag	V1R ag counter	M1 ag parental	TAAR1 antag	TAAR1 agonist	CHRM1 agonist	OXTR potentiator	CHO parental Ca	M1 PAM parental
- COCCCNC(=O)CCC(=O)Nc1ccc2nc(N3CCOCC3)cc(C)c2c1
    -2.3	0.0	1.2	-10.4	6.2	-3.7	2.6	-5.9	23.3
- CC(=O)Nc1ccc(N=Cc2ccc[nH]2)cc1
    -6.4	-0.1	0.5	2.0	3.7	-2.0	1.2	-11.1	14.9
- CCOC(=O)COc1ccc2c(c1)C(=O)CC1(CCN(C(C)=O)CC1)O2
    -5.6	2.0	2.5	1.2	13.4	-2.4	-8.0	-11.7	18.8
- CC(NC(=S)NC1CCCCC1)C(c1cccs1)N1CCOCC1 (stereo unspecified)
    -15.3	-1.5	2.9	-21.4	0.4	-3.8	-2.7	-9.5	20.4
